# Epigenetic reg = epigenetic control regulation, reporter derepression; actives 0.2% (n = 280,000); murine LDR cells, GFP reporter derepression, 30 h; Potency, µM (doses to about 53.9 µM), inactives show at the top dose GFP activation, hits mostly activators; note: potency is the fitted concentration of half-maximal effect; % of control where 0% means no effect; nearly all actives have a fitted effect of over 60% in size
#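 GFP-positive cell count by laser-scanning cytometry (objects 20–120 um) after 30 h, 37 C compound exposure of murine LDR cells; reporter is CMV-GFP integrated at a silenced locus, inducible by HDAC or DNMT inhibitors.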
# NPSR antag = blocks cAMP signaling of the human neuropeptide S receptor. Q6W5P4. CHO-NPSR cells, cAMP TR-FRET, antagonist mode. Potency, µM (series often up to 38.3 µM), without a hit: at the highest dose activity change, negative = inhibition, hits mostly inhibitors. actives 1% (n = 220,000); note: potency is the fitted concentration of half-maximal effect; % is set by controls: 0 for no effect and ±100 for the full control effect; nearly all actives have a fitted effect of over 50% in size; many of its hits are not listed in these tables
# Target sequence (Q6W5P4 whole entry, looked up): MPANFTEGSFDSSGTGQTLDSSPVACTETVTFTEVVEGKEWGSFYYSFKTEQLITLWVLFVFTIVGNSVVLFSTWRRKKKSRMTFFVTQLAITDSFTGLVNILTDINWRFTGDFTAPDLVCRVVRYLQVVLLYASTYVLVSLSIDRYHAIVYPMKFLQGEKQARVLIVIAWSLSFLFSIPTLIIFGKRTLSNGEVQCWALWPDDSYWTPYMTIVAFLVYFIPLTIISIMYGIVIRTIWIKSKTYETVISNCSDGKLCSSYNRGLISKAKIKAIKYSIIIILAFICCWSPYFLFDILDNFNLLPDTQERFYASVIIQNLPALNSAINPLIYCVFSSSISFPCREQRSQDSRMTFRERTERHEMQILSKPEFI
# KinaseGlo FLuc = Kinase-Glo luciferase inhibition (counter-screen); Q27757; Kinase-Glo luciferase, ATP luminescence, 8 min; Potency, µM (highest dose often 38.3 µM), without a hit: top-dose activity change, negative = inhibition, most hits filed as inhibitors; actives 0.28% (n = 200,000); note: potency is the fitted concentration of half-maximal effect; % is set by controls: 0 for no effect and ±100 for the full control effect; nearly all actives have a fitted effect of over 60% in size
#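 Compound is pinned into ATP-containing buffer (10 uM ATP, imidazole pH 7.2, 7 mM MgCl2). Kinase-Glo luciferase reagent is then added. Light output is recorded following an 8-min room-temperature incubation.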
# Lamin A splicing = modulators of lamin A splicing; HeLa LMNA splicing GFP/RFP minigene ratio, 48 h; Potency, µM (titrated, usually from 46.1 µM), inactives show top-dose ratio change, negative = inhibition, actives largely listed as inhibitors; actives 0.01% (n = 200,000); AID 1487; active = well fitted inhibition curve with a large enough effect in the signal ratio, with a control signal flat, not every such curve was filed as active; inconclusive = small, poorly fitted or top-dose-only effect, or effect the other way, or a change in a side signal; the % refers to the signal ratio; note: potency is the fitted concentration of half-maximal effect; % is set by controls: 0 for no effect and ±100 for the full control effect
#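 S3 HeLa stable clones carrying a lamin A-EGFP splicing minigene plus DsRed2 were seeded at 600 cells/well in Opti-MEM with 2% FBS, pin-dosed and incubated 48 h at 37°C. Acumen cytometry (488 nm) gave the GFP/RFP total-intensity ratio.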
# HttQ103 aggreg = mutant huntingtin aggregation inhibition. PC12 HttQ103-GFP aggregates, Acumen cytometry, 40 h. Potency, µM (top dose mostly 46.1 µM), for the others: at the top dose activity change, negative = inhibition, most hits filed as inhibitors. actives 1.1% (n = 220,000); note: potency is the fitted concentration of half-maximal effect; % is set by controls: 0 for no effect and ±100 for the full control effect; nearly all actives have a fitted effect of over 60% in size
#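 Using laser scanning cytometry, GFP-positive aggregates were counted after lysis of PC12 cells induced with 100 nM tebufenozide to express HTT exon 1 Q103–GFP. Compounds were tested in titration.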
# IMPase Li inh = IMPase inhibition in cells with lithium potentiation; CHO-M1 cells, IP1 TR-FRET (IP-One), carbachol + lithium; Potency, µM (series often up to 59.4 µM), for inactives: top-dose activity, negative = IMPase inhibition, hits mostly inhibitors; actives 0.35% (n = 210,000); AID 1457;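 note: IP1 builds up when IMPase is blocked and the TR-FRET signal falls; potency is the fitted concentration of half-maximal effect; plate controls were basal vehicle for no effect and high inhibitor control for full effect; nearly all actives have a fitted effect of over 50% in size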
#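 CHO cells stably expressing M1 receptor (2000/well) were cultured 16–30 h, then exposed to compounds with a small lithium addition for 30 min at 37C. IP1 was measured by TR-FRET competition; AC50 from Hill fits.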
# CBFb-RUNX1 inh = blocks binding between human CBF-beta and RUNX1; Q01196+Q13951; AlphaScreen CBFb-His/RUNX1-biotin binding, biochemical; Potency, µM (highest dose often 59.8 µM), for inactives: at the top dose activity, negative = inhibition, usual class: inhibitors; 230,000 tested, under 10 active; note: % of control where 0% means no effect
# Target sequence (Q01196 whole entry, looked up): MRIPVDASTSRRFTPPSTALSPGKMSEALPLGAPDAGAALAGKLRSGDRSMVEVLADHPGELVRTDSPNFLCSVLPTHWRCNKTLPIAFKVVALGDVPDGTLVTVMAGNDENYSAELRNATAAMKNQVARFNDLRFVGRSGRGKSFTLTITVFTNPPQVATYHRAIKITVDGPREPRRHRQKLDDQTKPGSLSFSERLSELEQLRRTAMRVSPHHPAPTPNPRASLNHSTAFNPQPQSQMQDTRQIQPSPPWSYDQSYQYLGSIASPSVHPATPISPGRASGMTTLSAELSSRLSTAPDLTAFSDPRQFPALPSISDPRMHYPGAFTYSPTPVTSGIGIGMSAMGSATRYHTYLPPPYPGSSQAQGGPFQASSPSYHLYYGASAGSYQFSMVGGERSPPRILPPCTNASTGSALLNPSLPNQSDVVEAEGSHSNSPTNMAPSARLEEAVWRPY
# Target sequence (Q13951 whole entry, looked up): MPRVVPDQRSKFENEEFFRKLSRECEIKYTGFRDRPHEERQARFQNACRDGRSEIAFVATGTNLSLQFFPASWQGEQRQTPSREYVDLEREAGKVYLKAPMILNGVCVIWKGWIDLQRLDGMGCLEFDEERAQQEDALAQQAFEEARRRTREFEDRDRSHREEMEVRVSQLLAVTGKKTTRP
#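 Read-out: AlphaScreen. Format: His-CBF-beta with biotinylated RUNX1 (30 nM each) preincubated 20 min, compound 15 min, Ni-chelate plus streptavidin beads 90 min; room temperature throughout.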
# * hit, by the source's call; u = inconclusive; x = no result given; & = joins results of further samples; [ ] = remark or other dose. Unless noted, calls come from the whole dose curve; as a rule, active = well fitted curve in the direction sought with a large enough effect; inconclusive = small, poorly fitted or top-dose-only effect, or another doubt; inactive = no such curve, though single readings can be large; an effect the other way counts as inactive or inconclusive. Not all compounds are listed. The share of hits here may be higher or lower than overall.
SMILES,Epigenetic reg,NPSR antag,KinaseGlo FLuc,Lamin A splicing,HttQ103 aggreg,IMPase Li inh,CBFb-RUNX1 inh
Cc1cc(NC(=O)C(=O)c2cn(C)c3ccccc23)no1,0.0%,-16%,9%,21%[46 µM],-2%,1%,8%
COC(=O)c1ccc(NC(=S)N2CCC(C(N)=O)CC2)cc1,-1.0%,19%,4%,-4%,-5%,10%,0%
COc1ccc(C2C(=O)N(C3CCCCC3)CC(=O)N2CCc2ccccc2)cc1OC (configuration not stated),-1.0%,u,x,8%,-8%,x,7%
Cc1ccccc1-n1c(SCc2c(C)noc2C)nnc1-c1c[nH]c2ccccc12,-4.9%,u,-4%,u,22%,-2%[38.3 µM],-2%
Cc1noc(C)c1S(=O)(=O)N1CCC(C(=O)NC2CCN(Cc3ccccc3)CC2)CC1,3.8%,5%[46.1 µM],2%,0%,-18%[9.22 µM],36%[activator][38.3 µM],8%
COc1ccc([N+](=O)[O-])cc1NC(=O)CC1SC(=Nc2cccc(C)c2C)N(/N=C(\C)c2ccc(C)cc2)C1=O (configuration not stated),-1.2%,-12%,3%,-10%[46 µM],u,2%,-6%
CN1CCN(c2nc(-c3cccs3)cs2)CC1,-1.4%,11%,0%,9%[46 µM],-11%,5%,3%
CN1CCN(S(=O)(=O)c2cccc(C(=O)NCc3ccc(Cl)cc3)c2)CC1,-1.4%,0%,-1%,2%[46 µM],5%,-3%,2%
CCCN(CCC)C(=O)CCS(=O)(=O)c1cccc2nsnc12,5.5%,8%[46.1 µM],-11%,4%,6%,14%[38.3 µM],9%
COc1ccc(/C=C/C(=O)OCC(=O)Nc2c(C)cccc2C)cc1,-0.5%,-2%,0%,6%[46 µM],3%,-1%,5%
Cc1cccc(C)c1NC(=S)N(C)CCc1ccccn1,-1.0%,23%,-1%,-10%,-4%,1%,4%
CC(C)OC(=O)N(C)c1ccc(C(O)(C(F)(F)F)C(F)(F)F)cc1,0.0%,u,-1%,u,u,19%[38.3 µM],4%
CCOC(=O)C1CCN(C(c2cc3ccc(C)cc3[nH]c2=O)c2nnnn2C2CCCCC2)CC1 (configuration not stated),-0.9%,u,-5%,10%,-4%,u,10%
O=C(O)COc1ccccc1/C=N/NC(=O)c1cccc(S(=O)(=O)N2CCOCC2)c1,0.9%,2%,-1%,x,3%,4%,-8%
CCCC(=O)Nc1nnc(COC)s1,-1.1%,1%[46.1 µM],-1%,2%,1%,15%[38.3 µM],1%
CCC(C)(C)NC(=O)/C=C/c1cccs1,-1.0%,24%,1%,-7%,-7%,-1%,5%
Cc1ccccc1CN(c1ccc(C(=O)NCc2cccnc2)cc1)S(C)(=O)=O,0.2%,10%,-5%,11%[46 µM],17%[9.22 µM],2%,0%
Cc1nc2ccc(NC(=O)c3cncc(Br)c3)cc2s1,0.0%,-1%,x,x,-19%[9.22 µM],x,5%
Cc1cccc(CNc2cc(-c3ccc(N(C)C)cc3)ncn2)c1,2.3%,x,-3%,10%,x,u,x
CC(=O)c1cccc(NC(=O)C2CCCN2S(=O)(=O)c2cccc3nsnc23)c1 (configuration not stated),-0.5%,-4%[46.1 µM],6%,-13%,u,9%[38.3 µM],-1%

# Profiles from above. Values in the order: Epigenetic reg	NPSR antag	KinaseGlo FLuc	Lamin A splicing	HttQ103 aggreg	IMPase Li inh	CBFb-RUNX1 inh
# Results for `CCC(C)(C)NC(=O)/C=C/c1cccs1` = -1.0%	24%	1%	-7%	-7%	-1%	5%
# Results for `CCCN(CCC)C(=O)CCS(=O)(=O)c1cccc2nsnc12` = 5.5%	8%[46.1 µM]	-11%	4%	6%	14%[38.3 µM]	9%

# Next section
SMILES,Epigenetic reg,NPSR antag,KinaseGlo FLuc,Lamin A splicing,HttQ103 aggreg,IMPase Li inh,CBFb-RUNX1 inh
Cc1ccc(NC(=O)c2cnccn2)cc1,2.3%,14%,-19%,9%[46 µM],9%,-5%,5%
CC#CCN1c2ccccc2[C@]23C[C@@H](C(=O)OC)N(C(=O)c4cccs4)C2=NC(C(=O)OC)=C(C(=O)OC)[C@H]13,x,x,-3%[7.66 µM],5%[9.22 µM],x,-6%,6%[13.1 µM]
COc1cc(C(=O)OCCCN(C)C)cc(OC)c1OC,0.0%,10%,x,8%[46 µM],-7%[9.22 µM],x,3%
COc1ccc(NC(=O)CSc2nnc(-c3ccccc3C)n2C)cc1,0.9%,-10%[46.1 µM],0%,2%,14%,13%[38.3 µM],-2%
O=C(CC1CCCCC1)NCc1ccc(F)cc1,-2.5%,2%,2%,-2%[46 µM],9%,6%,-3%
Cc1ccccc1CNC(=O)c1ccccc1N,-0.2%,-3%[46.1 µM],1%,-2%,1%[1.84 µM],9%[38.3 µM],6%
NS(=O)(=O)c1ccc(CNC(=O)/C=C/c2c(Cl)cccc2Cl)cc1,0.0%,-20%[46.1 µM],1%,-1%,-29%,-7%[38.3 µM],-3%
Cc1ccccc1NC(=O)c1ccc(F)c(S(=O)(=O)N2CCN(c3ccccn3)CC2)c1,-2.3%,-16%[46.1 µM],-2%,13%,5%,3%[38.3 µM],0%
Cc1ccc(C(=O)N/C(=C/c2cccs2)C(=O)NCCCn2ccnc2)cc1,2.7%,4%,1%,1%,-12%,8%,-6%
Cc1ccccc1CSc1nnc(C)c(=O)n1N,1.1%,20%,-3%,4%[46 µM],-2%,12%,-4%
Cc1ccc(C(=O)NCCCNCCCNC(=O)c2ccc(C)nc2)cn1,-1.0%,-2%[46.1 µM],2%,-11%,-23%,-4%,-2%
O=C(NC(=S)NCC1CCCO1)c1ccccc1F (configuration not stated),-0.3%,7%,0%,-8%[46 µM],12%,-1%,8%
CCC(C)C(N)C(=O)NC(CCC(=O)OCc1ccccc1)C(N)=O (configuration not stated),-8.8%,-10%[46.1 µM],x,1%,11%,x,7%
Nc1nc(CCl)nc(Nc2ccccc2)n1,0.0%,-11%,x,x,u,-9%,-11%
CCS(=O)(=O)c1ccc(C(=O)Nc2ccccc2)c(Cl)c1Cl,-1.1%,-13%[46.1 µM],11%,4%,-4%,-5%[38.3 µM],1%
CC(=O)Nc1ccc(SC[C@H](CC(C)C)N2CCN(CC(C)C)CCC2=O)cc1,2.1%,9%,x,x,-22%[9.22 µM],x,14%
O=c1oc(-c2ccccc2F)nc2scc(-c3ccccc3)c12,u,39%,x,x,-2%[9.22 µM],x,-4%
CCCCn1c(N)c(N(Cc2ccccc2OC)C(=O)COc2ccccc2C#N)c(=O)[nH]c1=O,1.1%,-15%,x,x,-2%[9.22 µM],x,7%
CC(=O)Nc1ccc(NC(C)=O)s1,-1.0%,-12%[46.1 µM],-1%,9%,0%,23%[38.3 µM],-5%
CC(C)c1nc2oc3c(NCCO)ncnc3c2c2c1COC(C)(C)C2,0.0%,-26%,x,x,14%[9.22 µM],x,12%
COc1ccc(/C=C/C2=NN(C)C(=O)CC2)cc1,-4.1%,-12%,u,7%[46 µM],22%,7%,-12%
CC(=O)C(C)Oc1ccc2c3c(c(=O)oc2c1)CCCCC3 (configuration not stated),-1.7%,u,-5%,29%,-12%,2%[38.3 µM],11%
O=C1NCC(O)=C1C=NCCCO,0.0%,-4%[46.1 µM],1%,-9%,-12%,-4%,10%
Cc1[nH]c(=O)[nH]c(=O)c1S(=O)(=O)N1CCOCC1,0.0%,-8%[46.1 µM],-2%,10%,-11%,-22%[38.3 µM],-2%
CC(=C/c1ccccc1)/C=N/NC(=O)c1cc(C)oc1C,1.3%,-15%[46.1 µM],-24%,-10%,1%,0%,-1%
CC1CCC(NC(=O)c2cc3c(=O)n(C)c4ccccc4c3n2C)CC1 (configuration not stated),-0.2%,-10%[46.1 µM],-2%,18%,18%,-16%[38.3 µM],5%
CCCOC(=O)NC1CCS(=O)(=O)C1 (configuration not stated),-2.3%,-2%[46.1 µM],-3%,-9%,16%,-4%[38.3 µM],1%
COC(=O)[C@@H]1C[C@H]2CC[C@H](O)C[C@H]2N1Cc1ccc(Cl)cc1,1.6%&-3.3%,0%,-1%,x,-17%[9.22 µM],0%,1%&17%
CCc1nnc(NC(=O)Cn2ccc(C(F)(F)F)n2)s1,-5.3%,-2%[46.1 µM],1%,u,0%,3%[38.3 µM],4%
CCN(CC)C(=O)CC(c1ccc(N(C)C)cc1)c1c(OC)cc(OC)c2c(-c3ccccc3)cc(=O)oc12 (configuration not stated),1.1%,-47%,x,x,9%[9.22 µM],x,u
COc1cc(C=O)cc(Br)c1OCC(N)=O,-3.1%,10%,-2%,x,2%[9.22 µM],-4%,-2%
COc1ccc(Cc2nnc(-c3ccc(F)cc3)o2)cc1OC,0.0%,-8%[46.1 µM],3%,-22%,10%,35%[activator][38.3 µM],17%
CC(C)(C)C(=O)Nc1cc(S(=O)(=O)Nc2ccc(Cl)cc2)ccc1O,-0.4%,-6%,x,x,u,-6%,-6%
CC(C)Cn1c2c(c(O)c(C(=O)Nc3ncccc3O)c1=O)CCCC2,6.3%,-19%[46.1 µM],-3%,u,u,-7%[38.3 µM],0%
Cc1cc(N/N=C\c2ccccc2)nc(-c2ccccc2O)n1,0.0%,-25%[46.1 µM],-3%,u,8%,12%,-3%
Cc1ccc2nc(SCc3ccccc3)c(C=O)c(=O)n2c1,2.3%,-41%,2%,3%,21%,u,-4%
Cc1cccc(CN2CCN(CC(=O)NCCCN3CCCC3=O)C2=O)c1,0.0%,-8%[46.1 µM],3%,-11%,-5%,19%[38.3 µM],-1%
O=C(Nc1ccc(N2CCOCC2)cc1)c1cc2ccccc2o1,-5.8%,-8%[46.1 µM],-13%,u,5%,21%[38.3 µM],4%
O=C(CSc1ccccc1)NC(=O)NCc1ccccc1,-1.1%,1%,x,x,8%[9.22 µM],x,12%
COc1ccc(OC)c2[nH]c(=O)c(CCNS(=O)(=O)c3ccc(C)cc3)cc12,-1.1%,-13%[46.1 µM],1%,12%,6%,6%[38.3 µM],-20%
COc1ccc(Br)c(C(=O)N2CCN(S(=O)(=O)/C=C/c3ccccc3)CC2)c1,-5.2%,-4%,-1%,x,11%,1%,-4%
CC(C)Cc1nnc(NS(C)(=O)=O)s1,2.0%,-2%[46.1 µM],-3%,0%,2%,-24%[38.3 µM],1%
COC(=O)Cn1cc(C(=O)c2cccs2)c2ccccc21,-1.1%,9%[46.1 µM],-1%,14%,4%,25%[38.3 µM],7%
C=C(C)COc1ccc(-c2n[nH]c(C)c2Oc2ccccc2OC)c(O)c1,-1.0%,u,x,u,19%,x,-9%
COCCn1c(SCC(=O)c2ccc3c(c2)OCCO3)nnc1-c1ccoc1C,-1.8%,-15%[46.1 µM],-4%,u,u,29%[38.3 µM],-3%

# Screening results as filed in PubChem BioAssay.
